Bioassay records (PubChem)
PfG6PD inh: PfG6PD (Plasmodium falciparum) enzyme inhibition | AID 504690 | PfGluPho enzyme, NADPH resazurin-diaphorase fluorescence | actives 0.78% (n = 350,000) | inhibition, % at 20 µM;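 active = inhibition reaching at least a set limit at 20 µM in the primary screen, cut at about 59% in these data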;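 also: 0% = DMSO wells with substrate and 100% = DMSO wells lacking glucose-6-phosphate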
SENP8 block-1: SENP8 (human) protease inhibition; Q96LD8; recombinant SENP8, Nedd8 substrate fluorescence; inhibition, % at 20 µM; actives 0.64% (n = 360,000); AID 602440; in the data active = inhibition mostly above about 40%, no sharp cut-off; inactive = mostly below about 27%
Target sequence (Q96LD8 whole entry, looked up): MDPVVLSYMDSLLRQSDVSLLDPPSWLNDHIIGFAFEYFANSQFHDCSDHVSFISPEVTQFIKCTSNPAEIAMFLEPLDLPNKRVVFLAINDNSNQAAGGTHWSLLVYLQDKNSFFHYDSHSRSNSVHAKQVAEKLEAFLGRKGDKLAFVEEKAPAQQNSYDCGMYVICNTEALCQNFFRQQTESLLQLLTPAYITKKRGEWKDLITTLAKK
beta cell repl: induces beta-cell replication in MIN6 cells; MIN6 cells proliferation, ATPlite luminescence, 48 h; cells starved in 0.2% serum; 100% = growth in 10% serum; proliferation, % at 10 µM; actives 0.29% (n = 330,000); AID 2380;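 active = compounds whose signal lies at least 3.5 SD above the mean of all wells on their plate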;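 also: 0% = DMSO-treated cells in low-serum medium and 100% = 10% serum control; some compounds called inactive have numbers as strong as hits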
SENP8 block-2: blocks the human protease SENP8. inhibition, % at 10 µM. purified SENP8, Z-RLRGG-aminoluciferin cleavage, luminescence. actives 1.2% (n = 330,000). AID 2540; in the data active = inhibition above about 50%
SENP7 block: blocks the human protease SENP7; AID 434973; actives 1.5% (n = 330,000); recombinant SENP7, Z-RLRGG-aminoluciferin luminescence, 40 min; Q9BQF6; inhibition, % at 5 µM;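 active = inhibition above about 50% at the single test dose, limit read from the data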;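 also: plate controls were DMSO with enzyme for no effect and no enzyme buffer wells for full effect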
SENP6 block: inhibitors of human SENP6 protease; Recombinant SENP6 catalytic domain, aminoluciferin luminescence; inhibition, % at 10 µM; actives 1.8% (n = 330,000); AID 2599;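 active = inhibition above about 50% at the single tested dose, limit read from the data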;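 also: plate controls were DMSO wells with enzyme for no effect and DMSO wells lacking enzyme for full effect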
Target sequence (Q9GZR1 628-1112 limits assumed): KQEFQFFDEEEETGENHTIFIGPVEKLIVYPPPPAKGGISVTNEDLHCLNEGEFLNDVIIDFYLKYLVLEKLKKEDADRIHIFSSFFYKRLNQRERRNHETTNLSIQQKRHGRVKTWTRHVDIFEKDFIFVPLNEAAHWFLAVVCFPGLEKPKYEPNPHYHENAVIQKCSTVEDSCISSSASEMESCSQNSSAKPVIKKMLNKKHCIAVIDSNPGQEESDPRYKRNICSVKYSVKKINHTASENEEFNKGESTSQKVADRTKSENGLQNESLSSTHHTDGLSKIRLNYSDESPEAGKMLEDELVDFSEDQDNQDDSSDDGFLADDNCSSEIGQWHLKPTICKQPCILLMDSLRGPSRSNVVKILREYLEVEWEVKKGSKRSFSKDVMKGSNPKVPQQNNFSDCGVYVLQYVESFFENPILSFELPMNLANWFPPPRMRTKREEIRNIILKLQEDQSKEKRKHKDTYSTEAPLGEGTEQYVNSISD
UBC13 inh: human UBC13 polyubiquitination inhibition | P61088 | UBC13 polyubiquitin chain formation, TR-FRET | inhibition, % at 20 µM | actives 0.47% (n = 330,000) | AID 485273; in the data active = inhibition above about 45%, passing the limit was not always enough
Target sequence (P61088 whole entry, looked up): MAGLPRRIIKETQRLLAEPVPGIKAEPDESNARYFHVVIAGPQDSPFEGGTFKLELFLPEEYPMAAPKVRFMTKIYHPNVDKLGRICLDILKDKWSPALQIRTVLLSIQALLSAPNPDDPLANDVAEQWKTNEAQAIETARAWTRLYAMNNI
HKDC1 inhibitor: inhibitors of human hexokinase HKDC1. recombinant HKDC1, G6PDH/diaphorase resazurin coupled fluorescence. actives 0.16% (n = 340,000). Q2TB90. AID 493160. inhibition, % at 20 µM;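 active = inhibition above about 35% when tested at 20 µM, limit read from the data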;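 also: plate controls were DMSO wells with enzyme for no effect and DMSO wells lacking enzyme for full effect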
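Assay system: in-house recombinant HK5 (HKDC1) enzyme. Input: HKDC1 at 5 µg/mL. Medium: Tris pH 8.0 buffer with MgCl2, Tween-20, BSA, BME. Dosing: single 20 µM dose. Schedule: 90 min reaction incubation at room temperature, dark. Signal: resazurin-to-resorufin fluorescence via G6PDH and diaphorase coupling, 525/613 nm. Controls: DMSO-enzyme wells negative, buffer-substituted wells positive.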
SENP1 FRET inh: inhibitors of human SENP1 SUMO protease catalytic domain; Q9P0U3; recombinant SENP1 catalytic domain, CyPet-SUMO1-YPet FRET cleavage; inhibition, % at 10 µM; actives 0.21% (n = 360,000); AID 624204;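 active = inhibition at least 30% at 10 µM, raw YFP signal under a set limit, fluorescence ratio 0.5 to 1.5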;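 also: 0% = enzyme with DMSO and 100% = no enzyme wells; some results filed as inactive read as strong as hits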
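Material – human SENP1 catalytic domain · Input – SENP1 enzyme, 20 pM final · Compound dosing – single concentration of 10 µM compound, 0.5% DMSO final · Timing – enzyme reaction for 50 min at room temperature, dark · Measured by – FRET fluorescence in CFP and YFP emission channels · Control set – no-enzyme wells low, DMSO-plus-enzyme wells high control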
The depositor's hits bear a star; i = inactive; . = not tested or not shown.

Order of values: PfG6PD inh, SENP8 block-1, beta cell repl, SENP8 block-2, SENP7 block, SENP6 block, UBC13 inh, HKDC1 inhibitor, SENP1 FRET inh
> COC(=O)c1cn(CC(=O)NC2CCCCCC2)c2ccccc12
→ -15.3, 4.4, -2.3, -8.3, -7.2, -21.8, 8.4, 2.6, 1.2
> Nc1nc(-c2ccccc2)c(C(=O)Nc2ccccc2)s1
→ -10.2, -37.2, -3.8, -1.2, 0.6, 5.0, -4.9, -6.5, -0.8
> C=CCNC(=O)c1cccc(C(F)(F)F)c1
→ -15.8, 13.8, -3.7, -8.2, -8.4, -1.4, -12.8, -8.0, 1.0
> Cc1nn(C)cc1C(C(=O)NC1CCCCC1)N(C(=O)c1cnccn1)c1ccc(Oc2ccccc2)cc1 (stereo not drawn)
→ -25.5, 15.1, 1.2, -0.9, 3.3, -26.4, -2.5, 15.6, 0.0
> Cc1ccc2c(c1)sc(-c1ccc(N(C)C)cc1)[n+]2C
→ 9.4, -258.1, -4.9, -7.7, -8.8, -12.3, -20.8, -4.3, -65.1
> Cc1cc(C(c2ccc(O)cc2)c2cc(C)c(O)cc2C)c(C)cc1O
→ -16.6, 5.1, -2.3, 14.9, 2.6, 11.1, 13.8, -2.8, 0.0
> Cc1cccn2c(=O)c(/C=N/O)c(N3CCCC3)nc12
→ 2.0, -16.1, -1.2, 4.5, 6.8, 9.1, 15.9, -9.4, 2.2
> Cc1ncoc1C(=O)Nc1cccc(Cl)c1C
→ -9.3, 6.3, -1.9, 3.9, 4.7, -10.2, 2.1, -9.9, -0.4
> Cc1nn(C)c(Oc2ccccc2)c1[N+](=O)[O-]
→ 1.1, 8.3, 4.1, -1.9, 8.8, 3.1, -3.1, 2.6, 0.8
> Cn1c(O)c(N=NC(=O)CNC(=O)/C=C/c2ccccc2)c2ccccc21
→ -3.6, 23.6, -1.7, 8.8, 6.8, -4.9, -25.8, -7.1, 0.5
> CCCc1cc(=O)[nH]c(SCC(=O)c2c(N)n(C)c(=O)n(C)c2=O)n1
→ 3.3, 12.2, -0.5, -2.6, -4.0, 7.0, 3.3, -5.1, -0.6
> C=CCNc1nc(N)c([N+](=O)[O-])c(NC2CCCCC2)n1
→ 3.6, 10.2, -2.0, 2.5, -1.7, -9.6, 4.7, -1.0, 3.5
> Cc1ccc(-c2nnn(CC(=O)N3CCC(C)CC3)n2)o1
→ -2.3, 3.4, 0.1, 5.0, 5.6, 4.1, -1.7, 1.9, 1.2
> COc1cc2c(cc1OC)C(c1cccs1)CC(=O)N2 (stereo not drawn)
→ -12.4, 27.9, -1.4, -10.0, -12.7, -36.8, -5.1, -0.2, 0.5
> CC(=O)Nc1nonc1-n1nnc(C(=O)NCc2ccccc2)c1C
→ -16.8, 17.0, 0.0, -1.7, 4.9, -21.0, 0.2, -7.0, -0.4
> CCOc1ccc(NC(=O)c2ccccn2)cc1
→ 10.1, 6.1, -3.6, 81.3*, 92.3*, 91.4*, 5.5, -6.1, 8.9
> O=C1NC(c2ccccc2)N=C2Oc3ccccc3C=C12 (stereo not drawn)
→ 2.8, i, ., ., ., ., ., 0.7, -72.1
> CCOC(=O)c1sc(N/N=C/c2cccc(C)c2)nc1C
→ -1.7, i, -1.8, -16.6, -10.1, -22.5, -0.7, -5.3, -40.1
> COC(=O)C1CCN(C(=O)COC(=O)c2ccc3[nH]c4c(c3c2)CCCC4)CC1
→ 7.0, -66.2, 0.8, 2.0, 4.5, -7.2, -4.0, 0.5, -10.9
> COc1ccc(-c2cc(C(F)(F)F)nc(SCC(=O)Nc3ccc4c(c3)OCO4)n2)cc1
→ -2.6, 9.1, -3.3, 4.3, 4.3, -1.5, -1.9, -9.2, 0.0
> C/C(N)=C(/C#N)C(=O)COC(=O)C1CCN(C(=O)c2ccc(Cl)cc2)CC1
→ 6.9, -12.1, 1.3, -0.3, 5.0, -28.4, -5.0, 0.4, 1.6
> Cc1ccc(CN2CCN(/N=C/c3ccc(C(=O)O)cc3)CC2)c(C)c1
→ 14.4, 2.8, -3.5, 6.5, -1.2, 15.4, -2.5, -10.8, 1.4
> CCc1nc(C)cn1S(=O)(=O)c1cc(F)ccc1OC
→ -0.4, 7.7, 0.1, -0.3, -1.7, -19.5, 1.1, -7.5, 1.0
> CN(C)CCCNCCCNC(=O)c1ccncc1
→ -19.8, 18.7, -0.9, 3.4, -4.0, 5.2, 8.6, 4.3, -1.4
> Nn1c(COc2cccc(Cl)c2)nc2ccccc2c1=O
→ 0.2, -21.8, 0.0, 2.8, 3.7, 16.8, 12.6, -1.0, 1.8
> Clc1ccc(Cn2nnc(-c3ccccc3)n2)cc1
→ 7.2, 17.2, -2.8, -12.1, -7.7, -11.5, -3.2, 1.5, -1.2
> c1ccc2c(c1)NCCS2
→ 13.8, -28.7, -1.9, -4.2, 4.5, -3.3, -8.0, 4.4, 8.4
> OC(COCc1cccs1)CN1CCCCCC1 (stereo not drawn)
→ 4.2, 12.4, 0.4, -4.0, -6.5, -4.4, 9.4, -7.3, -12.3
> COc1ccc(C(=O)N2CCN(c3ccc(C)cc3C)CC2)cc1OC
→ -11.9, 11.1, -4.1, -7.5, 2.9, -11.0, -9.8, -1.5, -0.4
> COc1ccc2c(c1)OC[C@H]1[C@H]2N2C(=O)CN(Cc3ccc(F)cc3)C(=O)[C@@]2(C)[C@H]1c1ccccc1
→ 16.7, 9.3, -6.4, -12.2, -3.7, -19.9, -14.4, 1.9, 2.4

The final three records of the part before lead into the next.
molecule	PfG6PD inh	SENP8 block-1	beta cell repl	SENP8 block-2	SENP7 block	SENP6 block	UBC13 inh	HKDC1 inhibitor	SENP1 FRET inh
OC(COCc1cccs1)CN1CCCCCC1 (stereo not drawn)	4.2	12.4	0.4	-4.0	-6.5	-4.4	9.4	-7.3	-12.3
COc1ccc(C(=O)N2CCN(c3ccc(C)cc3C)CC2)cc1OC	-11.9	11.1	-4.1	-7.5	2.9	-11.0	-9.8	-1.5	-0.4
COc1ccc2c(c1)OC[C@H]1[C@H]2N2C(=O)CN(Cc3ccc(F)cc3)C(=O)[C@@]2(C)[C@H]1c1ccccc1	16.7	9.3	-6.4	-12.2	-3.7	-19.9	-14.4	1.9	2.4
CCCCCc1ccc(OCCCC[n+]2ccc(C)cc2)c(CCCCC)c1	3.9	15.0	-6.1	-13.3	5.7	-40.2	42.5	-7.4	1.7
COc1ccccc1N1CCN(C2CCCN(C(=O)c3ccoc3C)C2)CC1 (stereo not drawn)	-11.7	-1.6	-0.8	2.3	5.7	7.6	5.5	-3.0	-6.0
COCCCN(C(=O)CCOc1ccc(C(C)(C)C)cc1)c1c(N)n(Cc2ccccc2)c(=O)[nH]c1=O	12.9	-47.2	0.7	7.9	-2.7	3.6	-2.2	2.5	-11.2
CCCCN1CC(=O)N2[C@H](c3ccc(OC)cc3)[C@@H]3C(=O)N(CC)C(=O)[C@@H]3[C@]2(C)C1=O	-5.7	8.7	-0.2	8.2	5.1	-4.9	-1.0	-4.7	3.1
COCC(=O)N1CCCC(C(=O)c2ccc(-c3ccccc3)cc2)C1 (stereo not drawn)	4.8	0.8	-0.1	-7.5	-2.9	10.3	-0.6	-6.3	-0.8
Fc1ccc(CSc2nnc(-c3cccnc3)n2Cc2ccco2)cc1	2.4	18.3	0.6	3.0	-8.3	-4.8	6.0	-2.0	-9.7
CC(C)NC(=O)C(c1ccc(F)cc1)N(C(=O)CCC(=O)Nc1ccccn1)c1cccc(F)c1 (stereo not drawn)	-15.7	17.5	0.3	2.2	1.4	-7.3	5.4	-3.3	2.5
O=C(N/N=C/c1cn(-c2cccs2)nc1-c1ccccc1)c1ccccc1Cl	11.6	-124.4	0.0	-0.9	-2.9	-9.1	-0.2	-5.6	-0.8
COc1cc(NC(=O)NC(C)(C(F)(F)F)C(F)(F)F)cc(OC)c1OC	48.0	35.8	2.5	-6.4	-2.4	-18.6	7.0	2.3	0.6
CCOc1ccccc1OCC(=O)NN=C1CCCC(=O)C1	-2.5	7.6	-0.2	-7.1	-0.5	4.5	-5.1	-5.2	-0.1
CCOC(=O)C1(Cc2ccccc2)CCN(Cc2cn[nH]c2-c2ccccc2)CC1	2.0	16.3	0.0	2.7	1.5	6.6	13.8	-3.9	1.2
CCC(O)(Cc1ccccn1)Cc1ccccn1	9.7	-37.5	.	.	.	.	.	-5.5	-17.2
O=C1CS/C(=N/N=C2C3CC4CC(C3)CC2C4)N1	-19.8	13.4	1.5	5.4	5.5	-3.8	-9.9	-16.8	1.5
COCCCNC(=O)CC1C[C@H](C(=O)N2CCOCC2)[C@@]2(C)c3[nH]c4ccc(OC)cc4c3CCN2C1=O (stereo partly drawn)	7.5	-0.1	.	.	1.4	.	.	-5.6	1.1
COc1ccc(C)cc1NC(=O)NCCCCc1ccccc1	13.2	17.1	-5.9	-6.3	-13.9	-20.9	-0.4	2.2	0.6
COc1cc(C(=S)N2CCN(c3cccc(Cl)c3)CC2)ccc1O	48.3	22.6	-4.1	-4.8	4.4	-11.6	3.3	1.9	0.1
O=C(Nc1ccc2c(c1)OCO2)C1CC(=O)N(CCc2ccccc2)C1 (stereo not drawn)	8.1	5.2	-0.6	-0.9	7.2	-12.1	-5.3	-0.8	-3.2
O=C1N[C@@H](c2ccccc2)COC(=O)[C@@H](Cc2ccc(F)cc2)C/C=C\C[C@@H]1CC(=O)N(CCO)Cc1ccccc1	12.0	11.3	-4.2	-4.2	-2.0	-0.4	10.3	-3.1	1.6
CCC(C)c1cc(S(=O)(=O)N2CCOCC2)ccc1OC (stereo not drawn)	-0.7	11.9	-0.8	-11.6	-3.3	-16.8	0.2	-2.7	0.6
CC(C)CCNC(=O)C(c1cccs1)N(CC1CCCO1)C(=O)Cn1nnc2ccccc21 (stereo not drawn)	-20.2	12.0	-1.1	3.3	-7.7	-16.4	7.0	-1.8	6.6
Cc1ccc(C)c(S(=O)(=O)NCc2ccncc2)c1	17.0	35.4	-2.3	-5.2	-4.8	-24.3	-2.0	-1.4	2.1
O=C(c1cccc(N2C(=O)C3C4C=CC(C4)C3C2=O)c1)N1CCN(c2ccc(F)cc2)CC1 (stereo not drawn)	4.2	20.0	3.5	-6.2	-10.5	-14.6	5.5	1.6	-1.2
COc1ccc(C)cc1NC(=O)C1CCN(S(=O)(=O)c2cccs2)CC1	13.2	3.3	-1.1	1.3	-0.8	-3.6	5.4	-0.9	-1.4
O=C(CNC(=O)c1ccccc1F)NCCN1C(=O)S/C(=C\c2ccc3c(c2)OCO3)C1=O	-3.3	-78.1	3.5	-1.2	-3.5	0.2	43.5	-2.3	1.2
COc1ccc(C2=CC(c3ccc(OC)c(OC)c3)n3nnnc3N2)c(OC)c1 (stereo not drawn)	7.3	-288.6	3.0	5.9	-0.4	4.5	3.8	4.5	-22.4
